Compound activity as filed in PubChem BioAssay.
MCF10A rerep: inducers of DNA re-replication in MCF 10A breast cells; MCF 10A DNA re-replication, Hoechst nuclear intensity, 48 h; Potency, µM (series often up to 46.1 µM), without a hit: at the highest dose activity, positive = re-replication, usual class: activators; 2.9% of 350,000 active; AID 624296; further: % of control where 0% means no effect; nearly all actives have a fitted effect of over 50% in size
Nrf2 block: inhibitors of Nrf2 signaling. A549 ARE-Fluc reporter, luciferase luminescence, 18-24 h. Potency, µM (top dose mostly 46 µM), for inactives: top-dose activity change, negative = inhibition, hits mostly inhibitors. 2.1% of 360,000 active; further: on the % scale 0 is the no-effect control and ±100 the full control effect; nearly all actives have a fitted effect of over 60% in size
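Two sequential reads on A549 ARE_Fluc cells exposed to compound for 18-24 h: a CellTiter-Fluor fluorescence read for viability, then a luciferase luminescence read for Nrf2/ARE activity.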
ATXN viability: viability counter-screen for ATXN expression inhibitors; S2 cells (HEK-293 line with an ATXN2-luciferase reporter) viability, CellTiter-Fluor protease fluorescence, 24 h; Potency, µM (doses to about 56.7 µM), usual class: cytotoxic; 0.49% of 400,000 active; AID 651635; further: nearly all actives have a fitted effect of over 40% in size
EPAC2 antagonist: antagonists of human EPAC2. Q8WZA2. EPAC2 GEF exchange of Rap1B-BODIPY-GDP, fluorescence. Potency, µM (series often up to 114 µM), without a hit: at the top dose activity, negative = inhibition, most hits filed as inhibitors. 0.18% of 360,000 active. AID 720708; further: on the % scale 0 is the no-effect control and ±100 the full control effect; nearly all actives have a fitted effect of over 45% in size; many of its hits are not listed in these tables
Target sequence (Q8WZA2 whole entry, looked up): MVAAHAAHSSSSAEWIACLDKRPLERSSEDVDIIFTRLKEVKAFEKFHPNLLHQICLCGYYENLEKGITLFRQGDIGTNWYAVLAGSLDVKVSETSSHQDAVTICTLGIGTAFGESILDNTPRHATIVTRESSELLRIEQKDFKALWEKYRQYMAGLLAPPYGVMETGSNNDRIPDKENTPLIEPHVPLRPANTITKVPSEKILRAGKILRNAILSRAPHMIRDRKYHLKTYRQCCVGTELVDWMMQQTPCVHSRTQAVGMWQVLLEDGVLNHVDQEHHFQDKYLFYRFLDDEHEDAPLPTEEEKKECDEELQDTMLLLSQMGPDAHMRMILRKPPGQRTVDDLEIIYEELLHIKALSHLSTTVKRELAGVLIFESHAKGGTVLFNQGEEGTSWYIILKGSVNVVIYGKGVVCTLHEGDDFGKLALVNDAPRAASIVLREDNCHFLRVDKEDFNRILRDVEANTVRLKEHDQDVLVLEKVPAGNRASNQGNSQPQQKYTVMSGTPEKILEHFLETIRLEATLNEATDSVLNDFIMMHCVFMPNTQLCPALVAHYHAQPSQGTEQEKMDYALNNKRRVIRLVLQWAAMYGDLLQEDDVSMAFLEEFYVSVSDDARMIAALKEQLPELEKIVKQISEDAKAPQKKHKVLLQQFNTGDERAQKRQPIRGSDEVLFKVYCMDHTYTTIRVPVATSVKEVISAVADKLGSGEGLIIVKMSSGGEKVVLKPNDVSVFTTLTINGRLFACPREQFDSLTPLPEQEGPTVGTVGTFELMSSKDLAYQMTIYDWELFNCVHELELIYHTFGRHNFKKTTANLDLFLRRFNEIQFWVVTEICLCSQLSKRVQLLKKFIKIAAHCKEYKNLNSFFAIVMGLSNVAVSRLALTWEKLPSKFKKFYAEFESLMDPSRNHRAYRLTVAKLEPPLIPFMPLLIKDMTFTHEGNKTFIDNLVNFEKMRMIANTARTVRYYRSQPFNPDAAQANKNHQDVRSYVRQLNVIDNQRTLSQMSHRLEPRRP
A549 tox: counter-screen for Nrf2 inhibitors: cytotoxicity in A549 cells. A549 ARE-Fluc cells, CellTiter-Fluor viability, 18-24 h. Potency, µM (top dose mostly 46 µM), for inactives: at the top dose activity change, negative = cytotoxicity, most hits filed as inhibitors. 0.16% of 390,000 active; further: on the % scale 0 is the no-effect control and ±100 the full control effect
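A549 ARE_Fluc cells in 5% FBS OPTI-MEM were exposed to compounds in concentration-response for 18-24 h at 37 deg C. Viability was read by CellTiter-Fluor fluorescence (Ex 405/Em 525) after 30 min, before the luciferase read.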
TGFb SMAD3 inh: blocks TGF-b signaling | AID 588855 | Potency, µM (top dose mostly 46.1 µM), without a hit: at the top dose activity, negative = inhibition, usual class: inhibitors | 1.2% of 410,000 active | HepG2 CAGA-GFP TGF-b/SMAD3 reporter, GFP fluorescence, 18 h; TGF-beta stimulated, 500 pg/mL final; further: on the % scale 0 is the no-effect control and ±100 the full control effect; nearly all actives have a fitted effect of over 65% in size
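Read-out: total well GFP (ex488/em500-530) summed from mean per-cell fluorescence. Cells: HEPG2 CAGA-GFP, 1% FBS DMEM, 18 h at 37 degrees C with 500 pg/mL final TGF-beta. Unstimulated wells served as the full-inhibition control; stimulated DMSO wells = 0%.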
ATXN2 expr inh: reduces ATXN2 reporter expression in HEK-293 cells | 0.72% of 360,000 active | AID 1745845 | HEK-293 ATXN2-luciferase reporter, luminescence, 24 h | Potency, µM (highest dose often 57 µM), without a hit: top-dose activity change, negative = inhibition, usual class: inhibitors; further: on the % scale 0 is the no-effect control and ±100 the full control effect; nearly all actives have a fitted effect of over 55% in size
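qHTS (up to 57 uM final) was run with 24 h compound exposure of reporter cells at 37 °C. Each well was multiplexed: SteadyGlo luminescence measured ATXN2-luciferase expression after a fluorogenic Gly-Phe-AFC viability readout (25 uM final).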
Nrf2 activator: Nrf2 pathway activation; AREc32 ARE-luciferase reporter (MCF7-derived line), luminescence, 24 h; Potency, µM (doses to about 46.1 µM), for inactives: at the top dose activation, most hits filed as activators; 0.31% of 410,000 active; further: % of control where 0% means no effect; nearly all actives have a fitted effect of over 65% in size
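Steps: seed AREc32_Fluc cells (1000/well, 5% FBS OPTI-MEM); incubate overnight at 37 deg C; add 23 nL compound; incubate 24 hr; add Steady-Glo; hold 30 min RT; read luminescence.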
HepG2 viability: counter-screen for TGF-b inhibitors: cytotoxicity in HepG2 cells; HepG2 CAGA-GFP viability, ATP luminescence, 18 h; Potency, µM (titrated, usually from 46.1 µM), without a hit: at the top dose activity change, negative = cytotoxicity, hits mostly cytotoxic; 0.76% of 410,000 active; AID 588856; further: some results filed as inactive show a strong effect at the top dose
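HepG2 CAGA-GFP cells (1000/well, DMEM with 1% FBS) received compound, then TGF-beta at 500 pg/mL final, and were incubated 18 hours at 37 degrees C. Viability was read by CellTiter-Glo luminescence. Media-only wells were set as complete cell-killing and DMSO as no toxicity.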
Active calls of the source: *; & = joins results of further samples; [ ] = remark or other dose. The call rests on the fitted dose curve; in most records, active means well fitted curve in the direction sought with a large enough effect; inconclusive means small, poorly fitted or top-dose-only effect, or another doubt; inactive means no such curve, though single readings can be large; an effect the other way counts as inactive or inconclusive. Potency means the concentration at half of the fitted maximal effect. Not all compounds are listed. The share of hits here may be higher or lower than overall.

Screening O=C(NCCN1Cc2ccccc2C1=O)c1cccs1 returned MCF10A rerep -3%, Nrf2 block inconclusive, ATXN viability inactive, EPAC2 antagonist -6%, A549 tox -2%, TGFb SMAD3 inh 22%, ATXN2 expr inh 64%[activator], Nrf2 activator 3.3% and HepG2 viability -13%.
O=[N+]([O-])c1ccccc1C=CC=NN=Cc1ccccc1O was read as MCF10A rerep 3%, Nrf2 block 21%, ATXN viability inconclusive, EPAC2 antagonist 22%, A549 tox -1%, TGFb SMAD3 inh 9%, ATXN2 expr inh 52%[activator], Nrf2 activator inconclusive and HepG2 viability 4%.
COc1ccc(-n2nnnc2SCC(=O)Nc2ccccc2N2CCOCC2)cc1OC was read as MCF10A rerep 3%, Nrf2 block -2%, ATXN viability inactive, EPAC2 antagonist 8%, A549 tox 3%, TGFb SMAD3 inh 8%, ATXN2 expr inh -7%, Nrf2 activator -0.3% and HepG2 viability 9%.
Screening Cc1cc(C)c[n+](CC(=O)c2c(C)cc(C)c([N+](=O)[O-])c2C)c1 returned MCF10A rerep -1%, Nrf2 block 2%, ATXN viability inactive, EPAC2 antagonist 4%, A549 tox -1%, TGFb SMAD3 inh -7%, ATXN2 expr inh -1%, Nrf2 activator -0.7% and HepG2 viability -30%.
`Cc1cc(C)nc(N2CCC(C(=O)NCc3ccccc3F)CC2)n1` gave MCF10A rerep -2%, Nrf2 block -4%, ATXN viability inactive, EPAC2 antagonist 1%, A549 tox 0%, TGFb SMAD3 inh -1%, ATXN2 expr inh 13%[11.3 µM], Nrf2 activator 0.0% and HepG2 viability 6%.
Cc1ccc(S(=O)(=O)N2[C@@H](c3ccc(C(C)(C)C)cc3)C(C(=O)O)=CC[C@H]2c2ccc(C(C)C)cc2)cc1 was read as MCF10A rerep inconclusive, Nrf2 block 2.9µM*, ATXN viability inconclusive, EPAC2 antagonist 40µM*, A549 tox inconclusive, TGFb SMAD3 inh inconclusive, ATXN2 expr inh inconclusive, Nrf2 activator 2.8% and HepG2 viability -88%.
Screening CCOc1cc(C(=O)O/N=C(\N)c2ccc([N+](=O)[O-])cc2)cc(OCC)c1OCC returned MCF10A rerep -182%[0.0737 µM], Nrf2 block -5%, ATXN viability inactive, EPAC2 antagonist -3%, A549 tox -12%, TGFb SMAD3 inh -9%, ATXN2 expr inh -9%, Nrf2 activator 2.6% and HepG2 viability -2%.
Screening O=C(O)c1c(-n2cccc2)sc2c1CCCC2 returned MCF10A rerep -9%, Nrf2 block -10%, ATXN viability inactive, EPAC2 antagonist 4%, A549 tox 2%, TGFb SMAD3 inh 14%, ATXN2 expr inh -28%, Nrf2 activator 0.0% and HepG2 viability 2%.
For Cc1ccc(C2Nc3ccccc3C(=O)N2Cc2ccco2)cc1 (centres undefined) the results were MCF10A rerep inconclusive, Nrf2 block -23%, ATXN viability inactive, EPAC2 antagonist -6%, A549 tox -23%, TGFb SMAD3 inh inconclusive, ATXN2 expr inh -14%, Nrf2 activator 4.8% and HepG2 viability -12%.
Screening O=[N+]([O-])c1cc(S(=O)(=O)NC2=NCCCCC2)ccc1Cl returned MCF10A rerep 12%, Nrf2 block 1%, ATXN viability inactive, EPAC2 antagonist 10%, A549 tox -8%, TGFb SMAD3 inh 20%, ATXN2 expr inh 2%, Nrf2 activator 18% and HepG2 viability 0%.
Screening O=C(COc1ccc([N+](=O)[O-])cc1)Nc1ccc2c(c1)CCC2 returned MCF10A rerep 1%, Nrf2 block -19%, ATXN viability inactive, EPAC2 antagonist 6%, A549 tox -6%, TGFb SMAD3 inh -1%, ATXN2 expr inh 11%, Nrf2 activator 0.1% and HepG2 viability 0%.
For C=CCc1cccc2cc(C(=O)N(C)C)c(=O)oc12 the results were MCF10A rerep 2%, Nrf2 block 11%, ATXN viability inactive, EPAC2 antagonist 3%, A549 tox 3%, TGFb SMAD3 inh 3%, ATXN2 expr inh -1%, Nrf2 activator -0.4% and HepG2 viability -1%.
`Cc1ccc(CCNC(=O)c2ccc3c(c2)N(Cc2cc(C)ccc2C)C(=O)c2ccccc2S3=O)cc1` (centres undefined) gave Nrf2 block 1%, ATXN viability inactive, A549 tox -6%, TGFb SMAD3 inh inconclusive, ATXN2 expr inh 2%, Nrf2 activator -0.2% and HepG2 viability 1%.
`COc1ccc(CCNC(=O)c2c(C)nn(-c3ccccc3)c2Cl)cc1OC` gave MCF10A rerep inconclusive, Nrf2 block -8%, ATXN viability inactive, EPAC2 antagonist -7%, A549 tox -12%, TGFb SMAD3 inh 4%, ATXN2 expr inh -17%, Nrf2 activator -0.3% and HepG2 viability 1%.
`Cc1cc(C(=O)N/N=C2\CC(=O)CC(C)(C)C2)c(C)n1-c1ccccc1` gave MCF10A rerep 21µM*, Nrf2 block -7%, ATXN viability inactive, EPAC2 antagonist 1%, A549 tox 0%, TGFb SMAD3 inh -22%, ATXN2 expr inh -10%, Nrf2 activator 1.4% and HepG2 viability -18%.

Pulled by structure from the entries so far, 2 records:
For Cc1ccc(C2Nc3ccccc3C(=O)N2Cc2ccco2)cc1 (centres undefined) the results were MCF10A rerep inconclusive, Nrf2 block -23%, ATXN viability inactive, EPAC2 antagonist -6%, A549 tox -23%, TGFb SMAD3 inh inconclusive, ATXN2 expr inh -14%, Nrf2 activator 4.8% and HepG2 viability -12%.
O=[N+]([O-])c1ccccc1C=CC=NN=Cc1ccccc1O was read as MCF10A rerep 3%, Nrf2 block 21%, ATXN viability inconclusive, EPAC2 antagonist 22%, A549 tox -1%, TGFb SMAD3 inh 9%, ATXN2 expr inh 52%[activator], Nrf2 activator inconclusive and HepG2 viability 4%.

Continuation:
`Cc1cc(C)cc(N2CCCn3c2nc2c3c(=O)n(CC(=O)OCc3ccccc3)c(=O)n2C)c1` gave MCF10A rerep 4%, Nrf2 block inconclusive, ATXN viability inactive, EPAC2 antagonist 0%, A549 tox 2%, TGFb SMAD3 inh -19%, ATXN2 expr inh -5%, Nrf2 activator -0.5% and HepG2 viability -11%.
Screening CN(C)c1ccc(O)c2c1CC1CC3[C@@H](N(C)C)C(=O)C(C(N)=O)=C(O)[C@]3(O)C(=O)C1=C2O (some centres undefined) returned MCF10A rerep 3%, Nrf2 block -6%, ATXN viability inconclusive, EPAC2 antagonist 22%, A549 tox -10%, TGFb SMAD3 inh -1%, ATXN2 expr inh 1%, Nrf2 activator 0.1% and HepG2 viability -20%.
Screening Cc1onc(-c2c(F)cccc2Cl)c1C(=O)NCCO returned MCF10A rerep -1%, Nrf2 block -6%, ATXN viability inactive, EPAC2 antagonist 8%, A549 tox -3%, TGFb SMAD3 inh 1%, ATXN2 expr inh 11%[11.3 µM], Nrf2 activator 0.1% and HepG2 viability 3%.
`O=c1[nH]c(=O)n([C@H]2C[C@H](O)[C@@H](CO)O2)cc1Br` gave MCF10A rerep 9%&1%, Nrf2 block inconclusive, ATXN viability inactive, EPAC2 antagonist -1%, A549 tox 0%, TGFb SMAD3 inh -6%, ATXN2 expr inh 2%&-1%, Nrf2 activator 0.6% and HepG2 viability 6%.
For c1ccc(OCCNc2nc(NCC3CC3)nc3cc(-c4ccccc4)sc23)cc1 the results were ATXN viability 16µM*, EPAC2 antagonist 14%, TGFb SMAD3 inh inconclusive, ATXN2 expr inh inconclusive, Nrf2 activator -0.8% and HepG2 viability -92%.
`Cc1nnc(SCCn2c(N(C)Cc3ccccc3)nc3c2c(=O)[nH]c(=O)n3C)s1` gave MCF10A rerep 29%, Nrf2 block -27%, ATXN viability inactive, EPAC2 antagonist 1%, A549 tox 9%, TGFb SMAD3 inh -6%, ATXN2 expr inh -10%, Nrf2 activator 5.7% and HepG2 viability 0%.
Cc1cc(NC(=O)CCc2ccc(C)o2)no1 was read as MCF10A rerep 4%, ATXN viability inactive, EPAC2 antagonist 12%, A549 tox 13%, TGFb SMAD3 inh inconclusive, ATXN2 expr inh -4%, Nrf2 activator 2.7% and HepG2 viability -1%.
Screening O=C(NCc1ccccc1F)C1CCCN(C(=O)NC2CCCCC2)C1 (centres undefined) returned MCF10A rerep 12%, Nrf2 block -18%, ATXN viability inactive, EPAC2 antagonist 13%, A549 tox -2%, TGFb SMAD3 inh -5%, ATXN2 expr inh 1%, Nrf2 activator 0.1% and HepG2 viability -10%.
CSc1ccccc1NC(=O)Cn1ccsc1=N was read as MCF10A rerep 0%, Nrf2 block -2%, ATXN viability inactive, EPAC2 antagonist -1%, A549 tox 0%, TGFb SMAD3 inh 1%, ATXN2 expr inh 2%, Nrf2 activator 0.6% and HepG2 viability -7%.
O=C(c1cn(-c2ccccc2)nc1-c1cccc(Br)c1)N1CCOCC1 was read as MCF10A rerep 1%, Nrf2 block -5%, ATXN viability inactive, EPAC2 antagonist 2%, A549 tox 6%, TGFb SMAD3 inh 13%, ATXN2 expr inh -8%[11.3 µM], Nrf2 activator 1.9% and HepG2 viability 2%.
`Cc1c(Cl)cccc1NC(=O)C1COc2ccccc2O1` (centres undefined) gave MCF10A rerep 20%, Nrf2 block 16%, ATXN viability inactive, EPAC2 antagonist -8%, A549 tox inconclusive, TGFb SMAD3 inh 1%, ATXN2 expr inh 8%, Nrf2 activator 0.1% and HepG2 viability -62%.
Cc1ccc(OCCSCc2nc3ccccc3[nH]2)cc1 was read as MCF10A rerep inconclusive, Nrf2 block -20%, ATXN viability inactive, EPAC2 antagonist -10%, A549 tox 0%, TGFb SMAD3 inh -35%, ATXN2 expr inh 0%, Nrf2 activator 0.5% and HepG2 viability -23%.
COCc1ccc(CN2CCCCC2C(=O)Nc2ccc(Oc3ccccc3)nc2)o1 (centres undefined) was read as MCF10A rerep 0%, Nrf2 block 3%, ATXN viability inactive, EPAC2 antagonist 9%, A549 tox -11%, TGFb SMAD3 inh -2%, ATXN2 expr inh 0%, Nrf2 activator 0.5% and HepG2 viability 27%.
Screening CCN1CCN(C(c2ccccc2)c2nnnn2Cc2ccc3c(c2)OCO3)CC1 (centres undefined) returned MCF10A rerep 11%, Nrf2 block 8%, ATXN viability inactive, EPAC2 antagonist -1%, A549 tox 5%, TGFb SMAD3 inh 5%, ATXN2 expr inh -5%, Nrf2 activator -0.3% and HepG2 viability -26%.
